All columns: NCI-60 one-dose screen, growth in % after 48 h at 10 µM unless noted; 100 = growth as untreated, 0 = no growth, -100 = all killed.
EKVX: EKVX NSCLC; hit rate 3% among 71,000
LOX IMVI: LOX IMVI melanoma; hit rate 7.4% among 79,000; AID 1794757
M14: M14 melanoma; hit rate 6.2% among 80,000; AID 1794745
A549/ATCC: A549/ATCC NSCLC. AID 1794740. hit rate 3.7% among 81,000
HOP-62: HOP-62 NSCLC; hit rate 3.9% among 80,000; AID 1794735
SK-MEL-5: SK-MEL-5 melanoma; hit rate 6.4% among 80,000; AID 1794755
HOP-92: HOP-92 NSCLC cells | hit rate 6.3% among 71,000
CCRF-CEM: CCRF-CEM leukemia | hit rate 7% among 77,000
The depositor's hits bear a star; · = no result given; & = joins results of further samples; ! = a repeat was not active. Rule for the calls: active = growth percent below 10; inactive = the rest. Not a hit list; overall some 12% were active at least once.

1: Cc1nc(Nc2ccccn2)sc1C(=O)/C=C/c1ccc(Br)cc1
2: CCn1cc(C(=O)NN=C2CCCC2)c(=O)c2ccc(C)nc21
3: c1ccc2c(c1)ccc1cc3cc4oc5ccccc5c4nc3nc12
4: Oc1[nH]c2ccc(Cl)cc2c1/C=c1/cc2c(c(-c3ccc(C(F)(F)F)cc3)n1)=Nc1ccccc1-2
5: O=c1c2ccccc2c2nccn2c2cc(Cl)ccc12
6: CC(=O)c1cccc([N+](=O)[O-])c1
7: Cc1nc2ccccc2c(C(=O)O)c1-c1ccccc1
8: N#Cc1cccc(/C=C(/C(=O)c2ccccc2)c2ccccc2)c1
Assay by compound	1	2	3	4	5	6	7	8
EKVX	60	89	82	80	83	83	116	·
LOX IMVI	32	98	91	75	95	105	93	14
M14	81	102	90	75	110	108	108	59
A549/ATCC	86	90	85	66	72	106	105	63
HOP-62	63	93	77	67	72	103	·	95
SK-MEL-5	85	93	89	54	73	106	104	49
HOP-92	96	91	95	75	29	106	103	·
CCRF-CEM	31	90	74	·	34	116	·	2.7*

9: CC(=O)O[C@H]1C[C@@]2(C)[C@@H](C[C@@H](O)[C@H]3[C@@]4(C)CC[C@H](NCCN)[C@@H](C)[C@@H]4CC[C@@]32C)/C1=C(\CCC=C(C)C)C(=O)O
10: O=C(COc1ccc(/C=C2\C(=O)Nc3ccc(Cl)cc32)cc1)Nc1ccccc1
11: N#Cc1c(NC(=O)c2ccc([N+](=O)[O-])o2)[n+]([O-])c2ccc(F)cc2[n+]1[O-]
12: COc1ccc(/C=N\NC(=O)CN2CCN(c3cc4c(cc3F)c(=O)c(C(=O)N/N=C/c3ccc(OC)c(OC)c3)cn4C3CC3)CC2)cc1OC
13: CC(C)(C)c1ccc([I+]c2ccc(C(C)(C)C)cc2)cc1
14: CC(=O)Nc1ccc(C(=O)c2ccccc2)cc1
15: Cc1ccc(NC(=O)[C@]23CCC(C)(C)CC2C2=CCC4[C@@]5(C)C[C@@H](O)[C@H](O)[C@@](C)(CO)C5CC[C@@]4(C)[C@]2(C)CC3)cc1 (stereo partly drawn)
16: COc1cc2cn3c4ccc(O)cc4[nH]c(=O)c3c2cc1OC
Assay by compound	9	10	11	12	13	14	15	16
EKVX	97	93	94	55	16	94	24	18
LOX IMVI	97	50	91	-78*	-88*	97	-6.4*	0.6*
M14	97	78	102	20	2.7*	110	38	3.6*
A549/ATCC	108	85	93	49	40	67	20	11
HOP-62	99	75	114	9.5*	·	90	47	4.5*
SK-MEL-5	99	97	79	42	-95*	95	-83*	-91*
HOP-92	99	24	41	-2.8*	-9.0*	61	-20*	·
CCRF-CEM	102	73	110	9.9*	9.2*	·	-1.6*	5.8*

17: CCOC(=O)C1=CSC2=NC(C)=CC(c3ccc(Cl)cc3)N12 (stereo not drawn)
18: CN(C)C(Br)C(=O)c1ccccc1 (stereo not drawn)
19: Cn1c(=O)c2[nH]c(N/N=C/c3ccc(Br)cc3)nc2n(C)c1=O
20: Nc1c(C(=O)Nc2cccc(C(F)(F)F)c2)sc2nc3c(cc12)C(O)CCC3 (stereo not drawn)
21: CN(C(=O)Nc1ccc([N+](=O)[O-])cc1)c1ccccc1
22: COc1ccc2c(c1)c(C(=O)c1nc(-c3cn(C)c4ccc(Cl)cc34)no1)cn2C
23: COc1ccc2c(c1)sc1nc(-c3ccccc3)c(-c3cc(OC)c(OC)c(OC)c3)n12
24: COc1ccc(CC(C#N)c2cc3ccccc3[nH]2)cc1 (stereo not drawn)
Assay by compound	17	18	19	20	21	22	23	24
EKVX	·	98	92	·	·	88	87	96
LOX IMVI	95	96	107	48	98	85	85	92
M14	105	95	96	31	100	78	83	84
A549/ATCC	101	102	83	25	99	64	81	86
HOP-62	97	97	71	41	90	63	99	89
SK-MEL-5	97	102	78	26	104	70	88	92
HOP-92	99	108	·	67	102	84	·	50
CCRF-CEM	100	86	69	14	96	84	81	-27*

25: CC1CCCC(C(=O)O)C1C(=O)O (stereo not drawn)
26: COc1ccc(Cl)cc1C(C)=O
27: CCCCCOC(=O)N1CCCCC1CC (stereo not drawn)
28: O=C(Cn1ccnc1)Nc1nccs1
29: CCCCCCCC/C=C\CCCCCCCCCCCCOc1ccc(CCOP(=O)(O)OCC[N+](C)(C)C)cc1
30: O=C1c2cccc3cccc(c23)C(=O)N1c1c(Cl)cc(Cl)cc1Cl
31: CC1(C)CC[C@]2(C=O)CC[C@]3(C)[C@@H](NC(=O)C[C@@H]4[C@@]5(C)CCC(=O)C(C)(C)[C@@H]5CC[C@]43C)[C@@H]2C1
32: O=C(O)c1cn(C2CC2)c2cc(N3CCN(CN4C(=O)C=CC4=O)CC3)c(F)cc2c1=O
Assay by compound	25	26	27	28	29	30	31	32
EKVX	95	108	104	·	99	104	100	94
LOX IMVI	98	96	101	102	92	103	·	97
M14	95	110	112	106	100	101	106	102
A549/ATCC	78	95	111	92	98	107	101	97
HOP-62	88	91	109	104	95	99	107	99
SK-MEL-5	102	104	108	107	99	117	99	100
HOP-92	86	104	105	116	90	·	97	116
CCRF-CEM	99	105	108	101	96	99	102	107

33: O=C(CN1C(=O)NC2NC(=O)NC21)N/N=C/c1ccccc1 (stereo not drawn)
34: CCCCCCCCCC1OCC(C)(C)C(C(C)C)O1 (stereo not drawn)
35: COc1cc(NC(=O)CCSc2nc3ccccc3c(=O)n2-c2ccccc2)cc(OC)c1OC
36: O=C(c1ccc(Oc2ccccc2)cc1)C(C(c1ccccc1)N1CCCCC1)N1CCCCC1 (stereo not drawn)
37: COc1ccc(-n2c(SCC(=O)NNS(=O)(=O)c3ccccc3)nc3ccc(Cl)cc3c2=O)cc1
38: CC(C)Cc1ccncc1
39: CCCCNc1nnc(-c2ccc(-n3nc(-c4ccc(OC)cc4)cc3-c3ccc(OC)cc3)cc2)s1
40: COc1cc(CCn2nnc3c(Nc4ccc(N5CCOCC5)cc4)ncnc32)cc(OC)c1
Assay by compound	33	34	35	36	37	38	39	40
EKVX	100	·	·	106	96	97	·	·
LOX IMVI	100	107	90	95	87	100	94	97
M14	101	102	107	106	104	103	91	86
A549/ATCC	108	101	85	102	106	104	84	98
HOP-62	97	100	97	103	97	98	104	104
SK-MEL-5	99	106	92	93	99	101	83	94
HOP-92	102	·	·	105	101	102	75	47
CCRF-CEM	102	·	81	102	108	92	99	85

41: Oc1cccc(C2Nc3ccccc3-n3cccc32)c1O (stereo not drawn)
42: N#Cc1nc(CC(=O)c2ccc(Cl)c(Cl)c2)c(CC(=O)c2ccc(Cl)c(Cl)c2)nc1C#N
43: COc1ccc(CSc2nnc(-c3nn(-c4ccc(Cl)cc4Cl)c(-c4ccc(Cl)cc4)c3C)n2CCc2ccccc2)cc1
44: Cc1ccc(C2OCC(C)(C)CO2)cc1
45: C=CCOC(=O)Nc1cccn([C@H](Cc2ccccc2)C(=O)NCCC(C)C)c1=O
46: Cc1[nH]n(-c2ccccc2)c2nc3nncc3c(-c3ccc(Cl)cc3)c12
47: O=C(Nc1nnc(C(F)(F)F)s1)c1c(F)cccc1F
48: C=CC(=O)Nc1cccc(Oc2nccc(Nc3nnc(C4CC4)s3)n2)c1
Assay by compound	41	42	43	44	45	46	47	48
EKVX	77	78	84	103	104	97	95	104
LOX IMVI	86	91	91	97	91	89	100	90
M14	95	105	93	102	121	114	101	113
A549/ATCC	93	105	88	83	98	85	37	103
HOP-62	95	98	96	97	104	110	84	110
SK-MEL-5	82	98	94	104	102	104	98	90
HOP-92	91	100	97	91	87	76	·	66
CCRF-CEM	54	78	·	101	77	90	86	·

13 entries from above in another layout:
Under each structure – EKVX | LOX IMVI | M14 | A549/ATCC | HOP-62 | SK-MEL-5 | HOP-92 | CCRF-CEM
#36 O=C(c1ccc(Oc2ccccc2)cc1)C(C(c1ccccc1)N1CCCCC1)N1CCCCC1 (stereo not drawn)
→ 106 | 95 | 106 | 102 | 103 | 93 | 105 | 102
#37 COc1ccc(-n2c(SCC(=O)NNS(=O)(=O)c3ccccc3)nc3ccc(Cl)cc3c2=O)cc1
→ 96 | 87 | 104 | 106 | 97 | 99 | 101 | 108
#38 CC(C)Cc1ccncc1
→ 97 | 100 | 103 | 104 | 98 | 101 | 102 | 92
#39 CCCCNc1nnc(-c2ccc(-n3nc(-c4ccc(OC)cc4)cc3-c3ccc(OC)cc3)cc2)s1
→ · | 94 | 91 | 84 | 104 | 83 | 75 | 99
#40 COc1cc(CCn2nnc3c(Nc4ccc(N5CCOCC5)cc4)ncnc32)cc(OC)c1
→ · | 97 | 86 | 98 | 104 | 94 | 47 | 85
#41 Oc1cccc(C2Nc3ccccc3-n3cccc32)c1O (stereo not drawn)
→ 77 | 86 | 95 | 93 | 95 | 82 | 91 | 54
#42 N#Cc1nc(CC(=O)c2ccc(Cl)c(Cl)c2)c(CC(=O)c2ccc(Cl)c(Cl)c2)nc1C#N
→ 78 | 91 | 105 | 105 | 98 | 98 | 100 | 78
#43 COc1ccc(CSc2nnc(-c3nn(-c4ccc(Cl)cc4Cl)c(-c4ccc(Cl)cc4)c3C)n2CCc2ccccc2)cc1
→ 84 | 91 | 93 | 88 | 96 | 94 | 97 | ·
#44 Cc1ccc(C2OCC(C)(C)CO2)cc1
→ 103 | 97 | 102 | 83 | 97 | 104 | 91 | 101
#45 C=CCOC(=O)Nc1cccn([C@H](Cc2ccccc2)C(=O)NCCC(C)C)c1=O
→ 104 | 91 | 121 | 98 | 104 | 102 | 87 | 77
#46 Cc1[nH]n(-c2ccccc2)c2nc3nncc3c(-c3ccc(Cl)cc3)c12
→ 97 | 89 | 114 | 85 | 110 | 104 | 76 | 90
#47 O=C(Nc1nnc(C(F)(F)F)s1)c1c(F)cccc1F
→ 95 | 100 | 101 | 37 | 84 | 98 | · | 86
#48 C=CC(=O)Nc1cccc(Oc2nccc(Nc3nnc(C4CC4)s3)n2)c1
→ 104 | 90 | 113 | 103 | 110 | 90 | 66 | ·

Following part.
49: Cc1nc(Nc2ncc(C(=O)Nc3c(C)cccc3Cl)s2)cc(N2CCN(CCO)CC2)n1
50: CCn1c(SCC(=O)Nc2cccc(C(=O)/C=C/c3ccccc3Cl)c2)nc2ccccc2c1=O
51: O=c1c2cccc(F)c2sc2c(N3CCNCC3)nc3ccccc3c12
52: Oc1c(Cl)cc(Cl)cc1C1N=NC2=C(CCCC2)N1O (stereo not drawn)
53: NC(N)=NS(=O)(=O)c1ccc(N)cc1
54: O=C(C[n+]1cccc(CO)c1)c1ccc(Br)cc1
55: CCCCCCCCCCCCCCn1c2ccccc2c2c3c(c4c5cc(OC)ccc5oc4c21)C(=O)NC3=O
56: NS(=O)(=O)c1ccc(Cl)c2ccccc12
Assay by compound	49	50	51	52	53	54	55	56
EKVX	33&41	86	48	·	107&99	97	105	105
LOX IMVI	-94*	28	20	90	96&100	97	103	103
M14	18&42	·	-27*	91	99&108	94	101	100
A549/ATCC	6.7*!	79	22	97	109&97	95	103	105
HOP-62	12	94	37	92	103&112	90	117	·
SK-MEL-5	54&67	94	56	89	111&105	102	102	98
HOP-92	-11*	73	35	79	104	95	106	90
CCRF-CEM	42&77	78	13	62	105&97	99	103	109

57: O=C(O)CCCc1cnc2c3sccc3nc(SCc3c(Cl)cccc3Cl)n12
58: CC12CCC3C4(C)COC(c5ccc(Br)s5)OC4CCC3(C)C1CC(C1=CCOC1=O)O2 (stereo not drawn)
59: COc1ccc(Cc2nccc3c(Cc4c(OC)c(OC)cc5c(Cc6ccc(OC)c(OC)c6)nccc45)c(OC)c(OC)cc23)cc1OC
60: O=C1COc2cc(O)ccc21
61: CCCCCCCCSC(=O)Nc1cccc2ccccc12
62: COc1ccc(Cl)cc1N
63: Nc1cccc[n+]1CCC(=O)[O-]
64: CCOc1cc2c(cc1OCC)C(c1cc(C)c(O)c(C)c1)NCC2 (stereo not drawn)
Assay by compound	57	58	59	60	61	62	63	64
EKVX	63	47	99	101	110	92	105	·
LOX IMVI	40	73	89	105	90	98	97	100
M14	33	65	101	116	104	110	110	98
A549/ATCC	60	76	87	100	92	110	103	95
HOP-62	34	101	87	102	96	105	94	107
SK-MEL-5	53	20	104	113	98	113	103	100
HOP-92	59	89	74	95	79	92	104	89
CCRF-CEM	31	71	92	99	89	107	99	90

65: COc1ccc2c(CCCc3ccc(Cl)cc3Cl)c3[n+](cc2c1OC)CCc1cc2c(cc1-3)OCO2
66: COc1ccc(C2CC(c3cccc(Nc4ccncc4)c3)=NN2c2ccc(Cl)cc2)cc1 (stereo not drawn)
67: Ic1cccs1
68: CSc1nc2c(c(=O)n1C)C(c1ccccc1)C1=C(N2)/C(=C/c2ccccc2)CCC1 (stereo not drawn)
69: Cn1cc(-c2csc(-c3c[nH]c4ccc(F)cc34)n2)c2cccnc21
70: O=C1Nc2ccc(Cl)cc2/C1=C\c1c(-c2ccc(Cl)cc2)nc2sc(C3CC3)nn12
71: CC1CN(C(=O)c2sc3ccccc3c2Cl)CC(C)O1 (stereo not drawn)
72: COc1ccc2nc(Cl)c(C3C(C#N)=C(N)Oc4n[nH]c(C)c43)cc2c1 (stereo not drawn)
73: NCc1ccc(S(N)(=O)=O)cc1
74: CC1=NN(c2cccc(Cl)c2)C(=O)/C1=C\c1cn(-c2nc(N3CCOCC3)nc(N3CCOCC3)n2)c2ccccc12
75: CCN(CC)c1ccc(/C=C\C(=O)c2ccc(NC(C)=O)cc2)cc1
Assay by compound	65	66	67	68	69	70	71	72	73	74	75
EKVX	23	84	·	39	60	·	·	98	98&102	105	79
LOX IMVI	-80*	-81*	97	·	·	26	96	97	108&98&102	96	74
M14	-25*	100	104	66	14	74	108	94	90&96&97	103	·
A549/ATCC	12	36	98	86	47	56	86	112	99&96&106	99	57
HOP-62	14	25	99	94	43	-0.4*	97	99	111&103&98	·	56
SK-MEL-5	-100*	61	104	40	26	72	89	101	107&102&100	101	97
HOP-92	0.5*	51	121	·	72	·	100	111	103&101&42	91	71
CCRF-CEM	5.4*	4.4*	96	21	40	94	94	86	95&96&98	100	83

Bioassay records as filed in PubChem BioAssay.
